3CLpro inhibitor = SARS-CoV 3CLpro protease inhibition; inhibition, % at 6 µM; actives 0.14% (n = 290,000); AID 1706; P0C6X7; recombinant SARS-CoV 3CLpro, quenched FRET peptide cleavage; in the data active means inhibition above about 12%
MazEF act = activators of E. coli MazEF toxin-antitoxin RNase. P0AE70. FAM/BHQ RNA-DNA oligo cleavage fluorescence, 5 h. activation, % at 20 µM. actives 0.32% (n = 350,000). AID 504720; in the data active means activation above about 50%
Target sequence (P0AE70 whole entry, looked up): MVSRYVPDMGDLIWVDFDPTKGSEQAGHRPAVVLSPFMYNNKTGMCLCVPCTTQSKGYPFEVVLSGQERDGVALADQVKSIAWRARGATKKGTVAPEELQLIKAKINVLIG
Rv3671c inh = Rv3671c (M. tuberculosis) protease inhibition. inhibition, % at 5.96 µM. actives 0.048% (n = 320,000). AID 2606; in the data active means inhibition above about 38%;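 further: extracellular domain of Rv3671c used as enzyme; 0% = enzyme with DMSO and 100% = no enzyme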
Target sequence (P9WHR9 whole entry, looked up, the tested form may be a part): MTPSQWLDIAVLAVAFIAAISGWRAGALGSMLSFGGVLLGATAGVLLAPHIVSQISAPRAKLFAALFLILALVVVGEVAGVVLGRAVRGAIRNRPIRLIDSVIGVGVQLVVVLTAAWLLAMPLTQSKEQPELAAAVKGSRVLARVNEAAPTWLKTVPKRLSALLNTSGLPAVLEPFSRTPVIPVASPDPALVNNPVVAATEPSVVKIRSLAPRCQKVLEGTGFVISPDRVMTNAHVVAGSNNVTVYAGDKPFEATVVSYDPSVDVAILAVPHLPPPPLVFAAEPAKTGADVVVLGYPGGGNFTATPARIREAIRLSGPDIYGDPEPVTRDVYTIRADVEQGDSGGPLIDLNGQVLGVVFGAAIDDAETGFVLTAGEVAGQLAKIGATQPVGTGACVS
TcdB GH inh = inhibitors of Clostridioides difficile toxin B glycohydrolase; AID 652162; P18177; inhibition, % at 9.99 µM; TcdB glycohydrolase enzymatic assay, plate reader; actives 0.24% (n = 350,000); in the data active means inhibition above about 10%
BH1578 lux ind = quorum light induction in luxS cqsA deficient V. cholerae; V. cholerae BH1578 lux reporter, luminescence, 6 h; actives 0.16% (n = 350,000); AID 588436; activation, % at 18.7 µM; in the data active means activation mostly above about 9.7%, no sharp cut-off; inconclusive means no clear call, values can overlap the other calls; inactive means mostly below about 3.7%; further: not every result past the cut was called active; inactives centre near 0; reference of the scale not given here
PfHsp40 rescue = rescue of PfHsp40-mediated yeast toxicity; S. cerevisiae expressing PfHsp40, growth rescue, ATP luminescence; growth rescue, % at 12.5 µM; actives 0.68% (n = 340,000); in the data active means growth rescue above about 28%, passing the limit was not always enough; inconclusive means no clear call, values can overlap the other calls;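 further: yeast W303a lacking pdr1 and pdr3 grown in galactose medium; growth measured after three days at 30 °C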
Anthrax LF inh2 = blocks Bacillus anthracis lethal factor protease; actives 0.12% (n = 360,000); AID 588501; inhibition, % at 10 µM; multiplex microsphere protease cleavage assay, LF; P15917; in the data active means inhibition above about 30%; inconclusive means no clear call, values can overlap the other calls; further: plate controls were buffer without enzyme for full effect and enzyme alone for no effect
PriA SSB inh = blocks PriA binding to SSB C-terminal tail; actives 0.6% (n = 430,000); inhibition, % at 33 µM; AlphaScreen SSBct-PriA binding, biotinylated peptide; AID 1272365; in the data active means inhibition mostly above about 37%, no sharp cut-off; inactive means mostly below about 20%;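 further: plate controls were negative control peptide for no effect and reference peptide for full effect; strong numbers were not always called active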
Y pestis TopoI = inhibitors of Yersinia pestis topoisomerase I | Y. pestis Topo-I cleavage product accumulation, plate reader | activity, % at 10 µM | actives 0.064% (n = 360,000) | AID 504884; in the data active means activity above about 50%, passing the limit was not always enough; inconclusive means no clear call, values can overlap the other calls; further: inactives centre near 2
VHR inh abs = inhibitors of human VHR1 phosphatase (DUSP3) | inhibition, % at 13.3 µM | actives 0.52% (n = 290,000) | P51452 | recombinant VHR phosphatase, pNPP absorbance; in the data active means inhibition above about 50%; further: some compounds called inactive have numbers as strong as hits
Target sequence (P51452 whole entry, looked up): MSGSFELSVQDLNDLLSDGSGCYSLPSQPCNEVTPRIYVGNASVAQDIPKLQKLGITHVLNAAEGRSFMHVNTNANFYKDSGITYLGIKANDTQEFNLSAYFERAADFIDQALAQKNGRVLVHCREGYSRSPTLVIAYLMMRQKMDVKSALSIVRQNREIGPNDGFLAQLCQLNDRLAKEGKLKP
The depositor's hits bear a star; i = inactive; ? = inconclusive; . = no result given; & = joins results of further samples.

(1) O=C(CSc1nncn1-c1ccccc1)Nc1ccc(F)cc1F
(2) COc1ccc(N(Cc2ccco2)C(=O)c2ccccc2F)cc1OC
(3) CCOC(=O)CN1NC2(CCCCCC2)NC1=S
(4) COc1ccc(OC)c(S(=O)(=O)Nc2ccc3c(c2)C(=O)OC3)c1
(5) CCOc1ccc(S(=O)(=O)N2CCC(C(=O)OC(C)C(=O)N(C)C3CCCCC3)CC2)cc1 (stereo not given)
(6) N#C/C(=C\c1ccc2c(c1)OCCO2)C(=O)NC1CCCCC1

assay / entry	1	2	3	4	5	6
VHR inh abs	-16	10	-10	-8	6	39
TcdB GH inh	-1.2	.	1.5	0.5	-1.8	1.6
PriA SSB inh	-14	9	-3	-4	-16	4
Anthrax LF inh2	4	-2	-4	.	0	-2
Y pestis TopoI	-4	2	-1	-9	29	6
PfHsp40 rescue	3.3	2.1	-0.8	?	1.7	-3.1
BH1578 lux ind	-0.4	i	-1.1	0.2	-3.4	4.2
MazEF act	3	-2	5	4	1	3
Rv3671c inh	3	-1	4	-3	-2	-10
3CLpro inhibitor	-2	-4	5	3	2	2

(7) CC(C)CNC(=S)N(CCCO)Cc1cc2cc3c(cc2[nH]c1=O)OCCO3
(8) CC(=O)NC(c1cccc(F)c1)c1nc(-c2cc(F)cc(Cl)c2)cs1 (stereo not given)
(9) CCOc1ccc(NC(N)=O)cc1
(10) COc1ccc(CSC(=N)N)cc1[N+](=O)[O-]
(11) COc1ccc(/C=C2/N=C(SC3CCOC3=O)N(c3cccc(OC)c3)C2=O)cc1 (stereo not given)
(12) Cc1cccnc1Nc1nc(-c2ccc(O)cc2)cs1

assay / entry	7	8	9	10	11	12
VHR inh abs	22	.	29	8	9	19
TcdB GH inh	1.4	0.8	-0.5	.	0.8	.
PriA SSB inh	3	.	-12	-20	1	18
Anthrax LF inh2	-3	2	0	2	1	-4
Y pestis TopoI	2	-1	8	0	-4	-9
PfHsp40 rescue	-1.5	.	-1.9	-0.2	0.4	1.5
BH1578 lux ind	i	-0.4	-0.5	0.2	-0.4	i
MazEF act	2	.	-4	-7	-3	-9
Rv3671c inh	5	.	5	-3	-2	-16
3CLpro inhibitor	1	.	0	4	3	1

Four entries out of the list, ordered by count of non-hydrogen atoms, falling:
(11) COc1ccc(/C=C2/N=C(SC3CCOC3=O)N(c3cccc(OC)c3)C2=O)cc1 (stereo not given)
(7) CC(C)CNC(=S)N(CCCO)Cc1cc2cc3c(cc2[nH]c1=O)OCCO3
(8) CC(=O)NC(c1cccc(F)c1)c1nc(-c2cc(F)cc(Cl)c2)cs1 (stereo not given)
(9) CCOc1ccc(NC(N)=O)cc1

assay / entry	11	7	8	9
VHR inh abs	9	22	.	29
TcdB GH inh	0.8	1.4	0.8	-0.5
PriA SSB inh	1	3	.	-12
Anthrax LF inh2	1	-3	2	0
Y pestis TopoI	-4	2	-1	8
PfHsp40 rescue	0.4	-1.5	.	-1.9
BH1578 lux ind	-0.4	i	-0.4	-0.5
MazEF act	-3	2	.	-4
Rv3671c inh	-2	5	.	5
3CLpro inhibitor	3	1	.	0

The results go on:
(13) COc1ccc(-c2n[nH]nc2C2=CC(=O)CC(C)(C)C2)cc1
(14) CCOC(=O)c1c(CC(C)C)csc1/N=C/C1C(=O)CC(C)(C)CC1=O
(15) C/C(=N\NC(=O)c1ccccc1-n1cccc1)C1CC1
(16) Cc1cccc(OCC(=O)O/N=C(\N)c2ccccn2)c1
(17) CSc1nc(=S)n(-c2ccccc2)c(C)c1C(C)=O
(18) Cc1ccccc1-c1nc2cc(Cl)ccc2o1

assay / entry	13	14	15	16	17	18
VHR inh abs	.	24	-22	15	-10	6
TcdB GH inh	1.5	1.6	.	-0.2	0.3	.
PriA SSB inh	.	.	.	.	-13	-40
Anthrax LF inh2	-2	-5	2	-2	-11	1
Y pestis TopoI	-5	-9	3	-3	-4	0
PfHsp40 rescue	.	-2.0	-0.9	0.5	0.1	0.3
BH1578 lux ind	-0.3	-0.5	-0.3	1.5	0.6	i
MazEF act	3	-49	0	-2	-4	3
Rv3671c inh	.	-10	-15	3	0	6
3CLpro inhibitor	.	1	-4	-5	-4	-3

Results in sequence from the entries so far.
Nos. 13 to 18 in Rv3671c inh read ., -10, -15, 3, 0, 6

(more compounds)
(19) COc1ccc(C(=O)NCC(=O)OCC(=O)N2N=C(c3ccc(Cl)cc3)CC2c2ccco2)cc1OC (stereo not given)
(20) CNC(=S)N(Cc1cccs1)Cc1cc2cc(OC)ccc2[nH]c1=O
(21) CCN(c1cccc(C)c1)S(=O)(=O)c1ccc(OC)c([N+](=O)[O-])c1
(22) O=C(CSc1nnnn1C1CCCCC1)NCc1ccco1
(23) Cc1nc(SCC(=O)O)c(C#N)c(-c2ccco2)c1C(=O)N(C)C
(24) COc1cccc(CNC(=O)C2CCN(S(=O)(=O)N3CCC(C)CC3)CC2)c1

assay / entry	19	20	21	22	23	24
VHR inh abs	3	13	25	22	5	-21
TcdB GH inh	1.5	.	.	.	1.0	-0.1
PriA SSB inh	-2	-7	-4	-3	-3	-4
Anthrax LF inh2	-2	1	3	1	-1	-4
Y pestis TopoI	1	2	1	-8	10	3
PfHsp40 rescue	0.9	-0.7	-0.2	-1.8	1.3	-0.1
BH1578 lux ind	-0.2	-0.7	-0.9	i	-0.4	i
MazEF act	-15	33	6	3	-5	6
Rv3671c inh	-11	-8	-21	7	7	5
3CLpro inhibitor	5	1	0	1	-1	2

(25) Cc1ccc(C(=O)NCc2occc2C(=O)O)o1
(26) CC1(c2ccccc2)NC(=O)N(CC(=O)NCC2CCCO2)C1=O (stereo not given)
(27) O=C(CC1S/C(=N/N=C/C=C/c2ccccc2)NC1=O)Nc1ccc(Cl)c(Cl)c1 (stereo not given)
(28) O=C(N/N=C/c1coc2ccccc2c1=O)c1ccncc1
(29) Cc1ccc(SC(C)C(=O)NCc2ccc(F)cc2)cc1 (stereo not given)
(30) Cc1ccc(SCC(=O)Nc2ccc(C(=O)Nc3ccc(O)cc3)cc2)cc1

assay / entry	25	26	27	28	29	30
VHR inh abs	8	.	-4	23	23	-4
TcdB GH inh	.	0.7	1.7	0.9	0.7	0.7
PriA SSB inh	7	1	.	.	-9	-10
Anthrax LF inh2	-2	0	-2	0	4	-6
Y pestis TopoI	2	-6	-6	-6	5	10
PfHsp40 rescue	-0.7	-0.3	-1.0	0.1	-0.4	.
BH1578 lux ind	3.2	i	-0.4	-0.4	i	-0.5
MazEF act	0	4	0	2	-7	11
Rv3671c inh	0	-1	8	.	10	-14
3CLpro inhibitor	0	.	4	0	-3	-4

(31) O=C(CSc1nnnn1C1CCCC1)Nc1ccc(F)cc1
(32) CC1c2cc3c(cc2CCN1C(=O)c1ccc(Br)cc1)OCCCO3 (stereo not given)
(33) CCC(=O)Nc1ccc(C(=O)Nc2ccc(Br)cc2F)cc1
(34) Cc1nc2ccc(S(=O)(=O)NC(C(=O)N3CCn4c3nc3ccccc34)C(C)C)cc2s1 (stereo not given)
(35) CC1Cc2cc(S(=O)(=O)N3CCC(C(=O)N(C)Cc4ccccc4)CC3)ccc2N1C(=O)C1CC1 (stereo not given)
(36) COc1cc(Cl)c(C)cc1NC(=O)COC(=O)C1CC1C (stereo not given)

assay / entry	31	32	33	34	35	36
VHR inh abs	44	19	22	29	-12	.
TcdB GH inh	.	0.4	0.8	0.4	1.8	1.9
PriA SSB inh	0	-1	-6	-1	-4	-7
Anthrax LF inh2	-1	3	-2	4	-1	1
Y pestis TopoI	-5	11	3	4	6	-1
PfHsp40 rescue	-0.2	13	-0.4	0.4	0.7	-0.6
BH1578 lux ind	-1.2	0.0	-6.7	-0.6	i	-2.0
MazEF act	4	-14	5	9	2	-10
Rv3671c inh	-13	-3	12	-9	11	6
3CLpro inhibitor	-1	1	4	-4	2	.

(37) Cc1[nH]n2c(=O)c3c(nc2c1-c1ccccc1)CCC3
(38) O=C(NC1CC1)C1=C[C@@H](c2coc3ccccc3c2=O)C[C@@H](OCc2ccc(CO)cc2)O1
(39) CCC(NS(=O)(=O)c1ccc(OC)cc1)C(=O)NCCC1=CCCCC1 (stereo not given)
(40) Cc1[nH]n(-c2ccc(Cl)cc2)c(=O)c1C=Nc1ccc(S(=O)(=O)N2CCOCC2)cc1
(41) [O-]C1=N/[N+](=C/c2ccc(Cl)cc2)CC1
(42) CCCNC(=O)Nc1nc(CC(=O)OCC)cs1

assay / entry	37	38	39	40	41	42
VHR inh abs	29	10	32	4	9	22
TcdB GH inh	.	-4.8&0.9	0.0	.	.	1.0
PriA SSB inh	-21&-19	-17	-14	-16	-9	-2
Anthrax LF inh2	-2	2	-1	0	0	1
Y pestis TopoI	-3	18	3	10	5	-1
PfHsp40 rescue	1.8	0.4	-0.6	3.5	2.9	-0.3
BH1578 lux ind	i	0.4	-0.3	0.0	.	2.5
MazEF act	5	6	8	2	-3	4
Rv3671c inh	2	2	1	-17	-4	2
3CLpro inhibitor	1	5	-1	3	1	3

Two entries from above, tab-delimited.
cpd	SMILES	VHR inh abs	TcdB GH inh	PriA SSB inh	Anthrax LF inh2	Y pestis TopoI	PfHsp40 rescue	BH1578 lux ind	MazEF act	Rv3671c inh	3CLpro inhibitor
39	CCC(NS(=O)(=O)c1ccc(OC)cc1)C(=O)NCCC1=CCCCC1 (stereo not given)	32	0.0	-14	-1	3	-0.6	-0.3	8	1	-1
40	Cc1[nH]n(-c2ccc(Cl)cc2)c(=O)c1C=Nc1ccc(S(=O)(=O)N2CCOCC2)cc1	4	.	-16	0	10	3.5	0.0	2	-17	3

Following part
(43) COc1cc(C(=O)Nc2cc(C(F)(F)F)ccc2-n2cncn2)cc(OC)c1OC
(44) C/C(=N\NC(=S)Nc1cccc(C)c1)c1ccco1
(45) O=C(c1ccc(S(=O)(=O)N2CCOCC2)cc1)N1CCN(c2ccc(F)cc2)CC1
(46) CCOC(=O)C1=C(C)NC2=C(C(=O)CCC2)C1c1cccnc1 (stereo not given)
(47) Cc1ccc(NC(=O)CCn2ccc([N+](=O)[O-])n2)nc1
(48) CCc1cccc(C)c1NC(=O)CCCC(=O)O

assay / entry	43	44	45	46	47	48
VHR inh abs	24	29	37	20	0	13
TcdB GH inh	0.5	1.0	.	.	-0.2	.
PriA SSB inh	-5	.	-8	-22	-9	-14
Anthrax LF inh2	0	-9	2	0	-2	-3
Y pestis TopoI	-6	-7	9	5	-4	-2
PfHsp40 rescue	0.2	1.9	-0.6	-1.2	-1.3	-1.3
BH1578 lux ind	-0.1	-0.8	0.8	2.7	-2.6	i
MazEF act	-3	11	2	-15	-5	0
Rv3671c inh	3	9	-2	-1	1	-4
3CLpro inhibitor	2	3	-1	5	2	-7

(49) O=C(NCCCN1CCCCC1)C1CCCN(c2ncnc3c2nc2n3CCCCC2)C1 (stereo not given)
(50) COc1ccccc1NC(=O)CSc1nnc(Cc2ccccc2)o1
(51) Cc1ccc(C(=O)N2CCN(C(=O)c3ccco3)CC2)cc1NC(=O)c1ccco1
(52) COc1ccc(NC(=O)CN2CCc3ccccc3C2)cc1OC

assay / entry	49	50	51	52
VHR inh abs	-2	18	-19	12
TcdB GH inh	-0.5	0.1	0.4	0.5
PriA SSB inh	-7	3	-6	-1
Anthrax LF inh2	-1	-4	-1	1
Y pestis TopoI	6	8	-2	7
PfHsp40 rescue	-1.9	-1.3	-2.2	0.3
BH1578 lux ind	-0.3	-2.5	-0.2	0.0
MazEF act	-4	-2	1	-1
Rv3671c inh	4	3	-1	-4
3CLpro inhibitor	2	-3	3	-3

Screening data as filed in PubChem.

Not all compounds are listed; rates above refer to the full screens.
